Assay outcomes as filed in PubChem BioAssay.
GSK3beta inhib – human GSK3beta kinase inhibition | P49841 | GST-GSK3beta kinase, ADP-Glo luminescence, 60 min; hits give low values | activity score (negative = inhibition), % at 10 µM | 300,000 compounds, 0.038% hits | AID 2097;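 active = more than half of replicate wells score below -50%, meaning over 50% inhibition versus plate controls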;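 note: 0% = median DMSO wells and -100% = median GW8510 positive control wells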
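Test system – GST-tagged human GSK3beta kinase, cell-free · Incubation – 60 min enzyme reaction, room temperature · Signal – ADP-Glo luminescence · Also added – peptide substrate and ATP at 25 µM · Controls – DMSO neutral wells and GW8510 at 20 µM as positive · Buffer or medium – Tris/MgCl2 kinase buffer · Measure – Luminescence-derived activity versus plate DMSO and GW8510 wells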
Dyrk1A ADPGlo – inhibitors of rat Dyrk1A kinase | AID 504441 | inhibition, % at 12.5 µM | 310,000 compounds, 0.43% hits | ADP-Glo luminescence, NFATc1 peptide | Q63470; in the data active = inhibition above about 50%;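 note: plate controls were vehicle with enzyme for no effect and no enzyme for full effect; many of its hits are not listed in these tables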
KCNK9 block – human KCNK9 channel inhibition; HEK293 KCNK9, FluxOR thallium flux fluorescence; hits give low values; 310,000 compounds, 1.2% hits; B-score at 10 µM; Q9NPC2;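 active = ratio B-score over 3 SD below the library mean, with starting fluorescence within 5 SD of its mean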;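 note: negative B-score means less thallium flux so channel inhibition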
Target sequence (Q9NPC2 whole entry, looked up): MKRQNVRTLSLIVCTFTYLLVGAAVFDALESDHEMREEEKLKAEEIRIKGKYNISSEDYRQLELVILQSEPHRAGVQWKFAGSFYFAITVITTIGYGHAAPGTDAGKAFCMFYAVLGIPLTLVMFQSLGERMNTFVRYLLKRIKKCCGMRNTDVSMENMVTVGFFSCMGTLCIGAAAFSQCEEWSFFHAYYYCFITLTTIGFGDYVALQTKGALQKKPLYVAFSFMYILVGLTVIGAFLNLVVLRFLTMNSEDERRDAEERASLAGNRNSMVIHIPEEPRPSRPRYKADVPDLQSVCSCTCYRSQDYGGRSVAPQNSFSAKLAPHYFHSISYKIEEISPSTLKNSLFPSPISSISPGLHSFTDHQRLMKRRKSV
KCNQ1 act – human KCNQ1 channel potentiation or activation | P51787 | CHO-K1 KCNQ1, thallium flux FluxOR fluorescence; hits give high values | B-score at 10 µM | 310,000 compounds, 0.35% hits | AID 2648;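 active = fluorescence ratio B-score, a plate-corrected score, at least three library SD, with initial intensity B-score within 5 SD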
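System: CHO-K1 cells stably expressing KCNQ1 / Medium: assay buffer for compound exposure, DMSO matched across wells / Reagent: thallium- and potassium-containing depolarizing buffer / Compound: one concentration, matched DMSO / Incubation: 20 min compound pretreatment at room temperature / Measured by: kinetic FluxOR fluorescence, 10 s baseline plus 110 s post-stimulus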
GSK3A inh – human GSK-3 alpha kinase inhibition | P49840 | ADP-Glo luminescence, 60 min | inhibition, % at 10 µM | 320,000 compounds, 0.1% hits;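 in the data active = inhibition above about 50%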;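 note: GST-tagged GSK-3 alpha with peptide substrate and 25 µM ATP; 0% = DMSO neutral wells and 100% = GW8510 positive control wells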
KCNK3 block – human KCNK3 channel inhibition, primary screen; O14649; 340,000 compounds, 0.84% hits; B-score at 10 µM; CHO-KCNK3 thallium flux, FluxOR fluorescence; hits give low values;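 active = B-score under library mean minus 4 SD, starting fluorescence ratio at most library mean plus 5 SD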;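 note: more negative B-score means stronger inhibition of thallium flux through KCNK3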
Target sequence (O14649 whole entry, looked up): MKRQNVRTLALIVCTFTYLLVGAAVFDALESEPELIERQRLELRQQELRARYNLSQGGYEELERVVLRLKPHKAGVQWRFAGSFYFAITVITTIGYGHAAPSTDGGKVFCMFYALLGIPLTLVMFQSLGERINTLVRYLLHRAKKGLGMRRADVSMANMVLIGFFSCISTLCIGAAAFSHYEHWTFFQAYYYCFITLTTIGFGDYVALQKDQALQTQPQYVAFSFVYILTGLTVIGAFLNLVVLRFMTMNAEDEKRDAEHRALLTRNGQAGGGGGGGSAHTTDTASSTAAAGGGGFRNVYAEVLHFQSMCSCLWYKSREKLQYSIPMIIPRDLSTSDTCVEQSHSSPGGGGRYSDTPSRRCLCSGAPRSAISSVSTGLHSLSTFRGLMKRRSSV
PolyA inh – inhibitors of polyadenylation in S. cerevisiae; 300,000 compounds, 0.02% hits; S. cerevisiae SKY197-pL101 polyadenylation reporter, beta-gal luminescence; efflux-impaired pdr1/pdr3 knockout yeast; score 100 = 6 SD above DMSO; AID 1875; calls only at 12 µM;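 active = lowest replicate activity score at least 50, where 100 means six control SD above control mean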;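 note: yeast exposed to compound for 9 h at 30 °C; higher score means more reporter readthrough which indicates perturbed polyadenylation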
KCNQ1 block – inhibitors of human KCNQ1 potassium channel. P51787. CHO-K1 KCNQ1, FluxOR thallium flux fluorescence; hits give high values. B-score at 10 µM. 310,000 compounds, 1.3% hits;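 active = compounds whose thallium flux B-score, printed positive for inhibition, exceeds three library SD while starting fluorescence stays within three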;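 note: channel opened by potassium depolarization with thallium stimulus after 20 min compound exposure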
hERG rescue – compounds protecting human hERG from proarrhythmic drug block. Q12809. CHO-hERG, FluxOR thallium flux, dofetilide IC70 present. activation (rescue from dofetilide block), less the hit threshold, % at 10 µM. 310,000 compounds, 0.51% hits;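 active = activation above the mean of controls blocked by dofetilide plus 5 SD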;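 note: thallium influx through hERG after potassium depolarization seen as dye fluorescence rise; in these data hits start at about 4.7%; inactives centre near -7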
RGS4 pot – RGS4 potentiation or activation; HEK293 M3R/inducible RGS4, carbachol calcium flux Fluo4; hits give low values; B-score at 10 µM; 310,000 compounds, 0.92% hits; AID 463111;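 active = B-score of the integrated calcium signal more than 4 SD below the library mean, with starting fluorescence not abnormally high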;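 note: negative B-score means reduced calcium response which marks RGS4 activation or potentiation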
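Assay system: HEK293 FlpIn-TREx cells, stable M3R, doxycycline-inducible RGS4 / Probe or stimulus: carbachol, ECmax concentration / Times: overnight RGS4 induction, 30 min dye load 37 °C, 20 min compound RT / Signal: kinetic calcium fluorescence imaging with Fluo4-AM dye, 2 µM / Measure: Agonist-evoked peak-minus-minimum fluorescence over baseline, integrated ratio, B score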
RGS4 block – inhibitors of human RGS4 | B-score at 10 µM | AID 463165 | 310,000 compounds, 0.45% hits | HEK293 M3R/RGS4 inducible, Fluo-4 calcium flux; hits give high values; triggered by carbachol at its EC20 | P49798;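 active = B-score, a plate-corrected calcium signal, over three deviations above library mean, with baseline fluorescence within five deviations of library mean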;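 note: RGS4 expression induced by doxycycline in cells with stable M3 receptor; B-score is computed from the integrated fluorescence ratio over baseline after carbachol; higher B-score means a larger calcium signal and so more RGS4 inhibition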
Target sequence (P49798 whole entry, looked up): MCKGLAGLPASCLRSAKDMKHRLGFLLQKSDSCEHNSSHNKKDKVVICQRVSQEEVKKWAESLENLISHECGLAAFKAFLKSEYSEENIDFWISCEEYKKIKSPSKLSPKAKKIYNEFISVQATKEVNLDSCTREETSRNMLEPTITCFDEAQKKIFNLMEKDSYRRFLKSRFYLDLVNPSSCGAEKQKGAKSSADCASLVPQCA
* marks the source's active call; other numbers are inactive results; i = inactive; . = not tested or not shown. Not all compounds are listed; rates above refer to the full screens.

SMILES	GSK3beta inhib	Dyrk1A ADPGlo	KCNK9 block	KCNQ1 act	GSK3A inh	KCNK3 block	PolyA inh	KCNQ1 block	hERG rescue	RGS4 pot	RGS4 block
Cc1noc2ncnc(Sc3ccc(Cl)cc3)c12	-1	7	i	i	2	i	i	i	-11	i	i
O=C(CCN1C(=O)/C(=C/c2ccccc2Cl)SC1=S)NC1C=CS(=O)(=O)C1 (stereo not drawn)	6	-6	i	i	0	i	i	i	-7	i	i
CCOc1ccc(C(=O)CCC(=O)Nc2ccc(C)cn2)cc1	0	2	i	i	.	i	i	i	-10	i	i
Cn1cccc1CC(=O)NNC(=S)Nc1ccc(Cl)cc1	4	-1	i	i	-2	i	i	i	-11	i	i
CCSC1=C(C#N)C(c2ccc(C)s2)CC(=O)N1 (stereo not drawn)	5	0	i	i	-2	i	i	i	-1	i	i
COC(=O)C1=C(C)N(Cc2ccco2)C(=O)C1	1	-3	i	i	-1	i	i	i	-8	i	i
S=C(NCc1ccco1)N1CCN(c2nc(-c3ccc(Cl)cc3)cs2)CC1	0	0	i	i	-5	i	i	i	-20	i	i
COc1cccc(-c2noc(-c3ccc4c(c3)OCO4)n2)c1	-1	.	i	i	-3	i	i	i	-12	i	i
Cc1ccc(S(=O)(=O)CC(c2ccccc2)N2CCOCC2)cc1 (stereo not drawn)	2	-6	i	i	-3	i	i	i	4	i	i
CCCCCCCCCCC(=O)NNC(=O)c1c(O)c2ccccc2n(CC)c1=O	0	.	i	i	0	.	i	i	-7	i	i
Cc1ccccc1NC(=S)N1CCN(C(=O)c2ccco2)CC1	3	-8	i	i	-2	i	i	i	-10	i	i
Cc1cc(NC(=O)CSc2nc3c([nH]c4ccccc43)c(=O)n2-c2ccccc2F)no1	-2	-2	i	i	12	i	i	i	-18	i	i
O=C(c1ccccc1)c1nccn1-c1ccc(Cl)nn1	4	1	i	i	-2	i	i	i	0	i	i
COc1ccc(Cl)cc1Nc1nc(-c2sc(NC(=O)c3ccco3)nc2C)cs1	-6	-26	-11*	i	-2	i	i	i	-36	i	i
CCOC(=O)N1CCN(C(=O)CNC(=O)c2ccc(Cl)cc2)CC1	3	0	i	i	-2	i	i	i	-8	i	i
O=C(COc1ccccc1)Nc1nnc(C23CC4CC(CC(C4)C2)C3)s1	-4	-1	i	i	-1	i	i	i	-10	i	i
CC(=O)N1c2ccccc2C(C)(c2ccccc2)CC1(C)C (stereo not drawn)	-1	-1	i	i	-2	i	i	i	-14	i	i
CC(C)CNC(=O)c1cccc(NC(=O)CSc2ccc(Cl)cc2)c1	-4	0	i	i	-2	i	i	i	-1	i	i
CCCCOP(=O)(OCCCC)C(Nc1ccc(C(=O)OCC)cc1)c1ccncc1 (stereo not drawn)	-5	-1	i	i	1	i	i	6*	-11	i	i
COc1cnc(-c2ccccn2)nc1N(C)C	1	0	i	i	-2	i	i	i	-4	i	i
CCCCc1noc2c1/C(=N\O)CC(c1ccccc1)C2 (stereo not drawn)	-3	-1	i	i	-3	i	i	i	-11	i	i
O=C(NCc1ccncc1)C1CCN(S(=O)(=O)c2ccccc2)CC1	-2	10	i	i	.	i	i	i	-10	i	i
O=S(=O)(/N=C(/Nc1ccccc1)c1ccccc1)c1cccs1	0	-78	i	i	1	i	i	i	-10	i	i
N#Cc1nc(Cc2cccc3ccccc23)oc1NCCCN1CCOCC1	-1	.	i	i	1	i	i	i	-1	i	i
COc1cccc(CN(C)C(=O)c2ccc3nccnc3c2)c1	2	-1	i	i	0	i	i	i	-5	i	i
COc1ccc(C(=O)Nc2ccc(C(=O)Nc3cccnc3)cc2)cc1	0	0	i	i	2	i	i	i	-6	i	i
Cc1sc(NC(=O)CN2CCOCC2)nc1-c1ccc2c(c1)CCN2S(=O)(=O)c1ccccc1	-1	-5	i	i	-3	i	i	i	-12	i	i
Cc1ccc(NC(=O)c2cccc(OCc3c(C)noc3C)c2)c(C)c1	-2	4	i	i	-1	i	i	i	-11	i	i
CCOC(=O)C(C)Sc1nnc(NC(=O)c2ccc3c(c2)OCO3)s1 (stereo not drawn)	0	.	i	i	-11	i	i	i	-4	i	i
C/C(=N/NC(=O)CNC(=O)c1ccccn1)c1cccc([N+](=O)[O-])c1	0	-4	i	i	-1	i	i	i	-1	i	i
O=C(Nc1ccc(Cl)c(Cl)c1)c1ccncc1	-1	21	i	i	8	i	i	i	-11	i	i
O=C(O)C1CC=CCC1C(=O)Nc1ccc(S(=O)(=O)N2CCCc3ccccc32)cc1 (stereo not drawn)	6	-3	i	i	-3	i	i	i	-8	i	i
O=C1CC2(CCN(C(=O)c3cccc(Cl)c3)CC2)Oc2ccccc21	2	3	i	i	1	i	i	i	-12	i	i
N#Cc1c(NC(=O)CSc2nnnn2C2CCCC2)sc2c1CCCC2	1	3	i	i	1	i	i	i	-7	i	i
COc1ccc(CCNS(=O)(=O)c2ccccc2[N+](=O)[O-])cc1OC	-3	1	i	i	4	i	i	i	-5	i	i
Cc1cc(C)nc(S/C=C/C(=O)c2ccccc2F)n1	-1	12	i	i	-1	i	i	i	-14	i	5.8*
C=CCN(C(=O)CSc1nc2c(sc3ccccc32)c(=O)n1CCN(CC)CC)c1ccccc1	0	4	i	i	9	i	i	i	-25	i	i
Clc1cccc2c1CCN(Cc1nc(-c3cnccn3)no1)C2	0	-1	i	i	4	i	i	i	-9	i	i
O=C1c2cccc(OCc3ccc(F)cc3)c2CCN1Cc1ccccc1	0	0	-11*	i	-1	i	i	i	-8	i	i
O=c1c2c([nH]c3ccccc13)CCCC2	2	5	i	i	-3	i	i	i	-3	i	i
O=C(CNC(=O)c1cccc(F)c1)N/N=C/c1cccs1	-2	-5	i	i	-1	i	i	i	-4	i	i
O=C(CC1(O)C(=O)N(Cc2ccccc2)c2ccccc21)c1ccncc1 (stereo not drawn)	0	-4	i	i	2	i	i	i	-9	i	i
CN(C)S(=O)(=O)c1ccc2c(c1)nc(CCC(=O)NCCc1ccc(Cl)cc1)n2C	0	-4	i	i	0	i	i	i	-3	i	i
O=C(CCN1C(=O)/C(=C\c2cccc(Br)c2)SC1=S)NCCCN1CCOCC1	2	0	i	i	1	i	i	i	-17	i	i
CCCNC(=O)N1CCN(S(C)(=O)=O)CC1	-2	-1	i	i	-3	i	i	i	0	i	i
O=C(O)c1ccc(Cn2ccc3ccccc32)o1	3	.	i	i	-5	i	i	i	-9	i	i
Cc1ccc(NC(=O)CN(C)C(=O)COc2cc(F)ccc2[N+](=O)[O-])cc1	2	-3	i	i	-1	i	i	i	-6	i	i
CNC(=O)c1ccsc1NC(=O)c1ccc2c(c1)CCCC2	-2	16	i	i	6	i	i	i	-24	i	i
O=C(Nc1ccccn1)c1cc(-n2cnnc2)ccc1Cl	1	6	i	i	-2	i	i	i	-4	i	i
O=C(CSc1ccc2nnc(-c3ccccc3)n2n1)NCc1ccco1	-2	-11	i	i	-1	i	i	i	-12	i	i
COc1ccc(-c2ocnc2C(=O)N2CCN(Cc3cccnc3)CC2)cc1	0	4	i	i	17	i	i	i	-8	i	i
O=C(N/N=C/c1cc(Br)c(O)c(Br)c1)c1cccc(C(F)(F)F)c1	3	2	i	i	-2	i	i	i	-15	i	i
CCc1ccc(C(=O)NC(CCSC)C(=O)O)cc1 (stereo not drawn)	9	0	i	i	-1	i	i	i	-3	i	i
CCN(CC)c1ccc(/C=N/NC(=O)c2ccco2)c(O)c1	0	-5	i	i	-3	i	i	i	-11	i	i
O=C1Nc2ccccc2N2CCCC12 (stereo not drawn)	1	.	i	i	-1	.	i	i	-7	i	i
COc1ccc(CCNC(=O)CCS(=O)(=O)c2ccc3c(c2)oc(=O)n3C)cc1OC	3	2	i	i	-2	i	i	i	-3	i	i
COc1ccc(-c2cc(C(F)(F)F)n3ncc(C(=O)N(C)Cc4ccccc4)c3n2)cc1	-1	1	i	i	-2	i	i	i	-15	i	i
C=CCn1c(C)nnc1SCC(=O)N1CCN(S(=O)(=O)c2ccccc2)CC1	1	-4	i	i	-2	i	i	i	-13	i	i
CC(=O)Nc1ccc(SCC(=O)c2cc(C)n(CC(F)(F)F)c2C)cc1	-2	-6	i	i	-2	i	i	i	-7	i	i
CC(C)(C)NC(=O)CN(CCc1ccccc1)C(=O)c1csnn1	1	-2	i	i	-1	i	i	i	-10	i	i

(continued)
SMILES	GSK3beta inhib	Dyrk1A ADPGlo	KCNK9 block	KCNQ1 act	GSK3A inh	KCNK3 block	PolyA inh	KCNQ1 block	hERG rescue	RGS4 pot	RGS4 block
CN1CCN(C(=O)C2CCN(c3ncnc4c3nc3n4CCCCC3)CC2)CC1	0	-1	i	i	-1	i	i	i	-5	i	i
CCOc1ccccc1C(=O)Nc1nnc(Cc2ccc(OC)c(OC)c2)s1	2	-2	i	i	2	i	i	i	-7	i	i
CCCCOc1ccc(/C=N/NC(=O)c2nnn(-c3nonc3N)c2C)cc1	2	6	i	i	1	i	i	i	-1	i	i
CCCCN1C(=O)C(=O)N(CC(=O)N2N=C3/C(=C/c4ccco4)CCCC3C2c2ccco2)C1=O (stereo not drawn)	1	-9	i	i	0	i	i	i	-27	i	i
Cc1cc(OCC(O)CN(C)C(=O)C(C)Oc2ccccc2)ccc1Cl (stereo not drawn)	-4	3	i	i	-1	i	i	i	-12	i	i
COc1ccc(CN2C(=O)c3cccnc3C2=O)cc1S(=O)(=O)NCc1ccc(C)o1	1	.	i	i	3	i	i	i	-6	i	i
Cc1ccc(NC(=O)CCNC(=O)Cn2ccc3ccccc3c2=O)cc1F	3	-4	i	i	0	i	i	i	-5	i	i
CSc1nc(N)nc(SCCS(=O)(=O)c2ccc(Cl)cc2)c1C#N	-5	14	i	i	-3	i	i	i	-2	i	i
